Epigenetic derep – derepresses silenced GFP reporter in murine cells | murine LDR cells, GFP reporter derepression, 30 h | Potency, µM (top dose mostly 53.9 µM), for the others: at the top dose GFP activation, hits mostly activators | 0.2% of 280,000 active | AID 1865; also: potency is read from the fitted curve at half-maximal effect; % of control where 0% means no effect; nearly all actives have a fitted effect of over 60% in size
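GFP-positive cell count by laser-scanning cytometry (objects 20–120 um) after 30 h, 37 C compound exposure of murine LDR cells; reporter is CMV-GFP integrated at a silenced locus, inducible by HDAC or DNMT inhibitors.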
L3MBTL1 block – L3MBTL1 (human) inhibition. AlphaScreen L3MBTL1–H3K9me1 peptide binding. Potency, µM (doses to about 57.1 µM), for the others: top-dose activity, negative = inhibition, hits mostly inhibitors. 0.66% of 230,000 active; also: potency is read from the fitted curve at half-maximal effect; % is scaled to controls: 0 for no effect and ±100 for the full control effect; nearly all actives have a fitted effect of over 60% in size
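Read-out is AlphaScreen signal from streptavidin donor and nickel chelate acceptor beads (10 ug/mL final each) bridging L3MBTL1 (50 nM) and biotinylated K9-monomethylated H3(1-15) peptide (75 nM), after 30 min compound exposure at room temperature.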
IMPase Li cell – membrane-permeable IMPase blocker, potentiated with lithium; CHO-M1 cells, IP1 TR-FRET (IP-One), carbachol + lithium; Potency, µM (series often up to 59.4 µM), inactives show at the top dose activity, negative = IMPase inhibition, actives largely listed as inhibitors; 0.35% of 210,000 active; AID 1457;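 also: IP1 builds up when IMPase is blocked and the TR-FRET signal falls; potency is read from the fitted curve at half-maximal effect; plate controls were basal vehicle for no effect and high inhibitor control for full effect; nearly all actives have a fitted effect of over 50% in size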
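Steps: plate 2000 CHO-M1 cells per well and culture 16–30 h; add compound and lithium; incubate 30 min, 37C; add d2-IP1 tracer and Eu cryptate anti-IP1 antibody in lysis buffer; read after 10 min at room temperature.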
HttQ103 aggreg – mutant huntingtin aggregation inhibition; Potency, µM (titrated, usually from 46.1 µM), without a hit: at the top dose activity change, negative = inhibition, actives largely listed as inhibitors; PC12 HttQ103-GFP aggregates, Acumen cytometry, 40 h; 1.1% of 220,000 active; also: potency is read from the fitted curve at half-maximal effect; % is scaled to controls: 0 for no effect and ±100 for the full control effect; nearly all actives have a fitted effect of over 60% in size
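Ecdysone-promoter PC12 model expressing HTT exon 1 Q103 fused to GFP, induced by tebufenozide at 100 nM final. Compounds titrated; aggregates sized 1–25 µm scored on a 488 nm laser cytometer.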
Luc counter – counter-screen: inhibitors of Kinase-Glo firefly luciferase; Q27757; Kinase-Glo luciferase, ATP luminescence, 8 min; Potency, µM (titrated, usually from 38.3 µM), for inactives: at the top dose activity change, negative = inhibition, actives largely listed as inhibitors; 0.28% of 200,000 active; also: potency is read from the fitted curve at half-maximal effect; % is scaled to controls: 0 for no effect and ±100 for the full control effect; nearly all actives have a fitted effect of over 60% in size
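Kinase-Glo luciferase light output from ATP and luciferin was measured with 10 uM ATP, within the enzyme's linear range. Buffer: 50 mM imidazole pH 7.2, 50 mM KCl, 7 mM MgCl2, 0.01% Tween 20, 0.05% BSA; luminescence read after 8 min at ambient temperature.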
CBFb-RUNX1 inh – inhibitors of human CBF-beta and RUNX1 interaction; Potency, µM (doses to about 59.8 µM), for the others: at the highest dose activity, negative = inhibition, hits mostly inhibitors; Q01196+Q13951; AlphaScreen CBFb-His/RUNX1-biotin binding, biochemical; 230,000 tested, under 10 active; also: % of control where 0% means no effect
Target sequence (Q01196 whole entry, looked up): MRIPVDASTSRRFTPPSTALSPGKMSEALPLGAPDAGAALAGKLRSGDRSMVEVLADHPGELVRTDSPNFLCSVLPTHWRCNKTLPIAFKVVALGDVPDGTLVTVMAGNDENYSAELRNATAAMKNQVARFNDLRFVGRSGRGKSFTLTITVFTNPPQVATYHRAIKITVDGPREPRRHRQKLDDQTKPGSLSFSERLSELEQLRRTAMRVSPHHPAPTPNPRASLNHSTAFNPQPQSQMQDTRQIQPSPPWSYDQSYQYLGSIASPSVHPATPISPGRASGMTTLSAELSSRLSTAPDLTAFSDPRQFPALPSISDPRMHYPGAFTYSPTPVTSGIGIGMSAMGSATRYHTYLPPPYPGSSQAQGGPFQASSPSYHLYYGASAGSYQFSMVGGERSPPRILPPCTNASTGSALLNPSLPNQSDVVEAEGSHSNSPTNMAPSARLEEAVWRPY
Target sequence (Q13951 whole entry, looked up): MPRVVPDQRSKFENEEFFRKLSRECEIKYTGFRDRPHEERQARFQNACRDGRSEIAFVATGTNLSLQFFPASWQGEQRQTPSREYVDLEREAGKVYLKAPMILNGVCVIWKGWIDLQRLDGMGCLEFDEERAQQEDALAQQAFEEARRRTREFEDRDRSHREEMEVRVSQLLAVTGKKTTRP
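AlphaScreen binding: CBFb-His and RUNX1-biotin (30 nM each) preincubated 20 min, compound added for 15 min, then nickel and streptavidin beads for 90 min, all at room temperature. Disruption of the interaction by any mechanism counts as activity.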
NPSR antag – blocks cAMP signaling of the human neuropeptide S receptor. Q6W5P4. CHO-NPSR cells, cAMP TR-FRET, antagonist mode. Potency, µM (titrated, usually from 38.3 µM), without a hit: at the highest dose activity change, negative = inhibition, actives largely listed as inhibitors. 1% of 220,000 active; also: potency is read from the fitted curve at half-maximal effect; % is scaled to controls: 0 for no effect and ±100 for the full control effect; nearly all actives have a fitted effect of over 50% in size; many of its hits are not listed in these tables
Target sequence (Q6W5P4 whole entry, looked up): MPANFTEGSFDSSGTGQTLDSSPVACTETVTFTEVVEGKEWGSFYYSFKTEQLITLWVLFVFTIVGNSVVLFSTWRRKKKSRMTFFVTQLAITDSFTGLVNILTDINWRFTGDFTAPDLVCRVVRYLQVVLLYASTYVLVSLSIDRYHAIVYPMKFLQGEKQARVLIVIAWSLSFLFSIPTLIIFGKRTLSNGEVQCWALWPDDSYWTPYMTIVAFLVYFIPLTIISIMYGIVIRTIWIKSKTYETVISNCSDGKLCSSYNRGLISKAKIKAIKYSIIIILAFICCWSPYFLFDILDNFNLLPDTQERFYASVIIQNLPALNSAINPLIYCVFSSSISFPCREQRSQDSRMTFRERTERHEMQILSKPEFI
An asterisk follows results filed as active; [ ] = another dose, or the depositor's remark. Calls follow the shape of the dose curve; as a rule, active = well fitted curve in the direction sought with a large enough effect; inconclusive = small, poorly fitted or top-dose-only effect, or another doubt; inactive = no such curve, though single readings can be large; an effect the other way counts as inactive or inconclusive. Some of the compounds tested; the hit share may differ from the screen's.

`Cc1ccc(Sc2nc3c(c(=O)[nH]c(=O)n3C)n2CCc2ccccc2)cc1` gave Epigenetic derep -0.8%, L3MBTL1 block -0.3%, IMPase Li cell 30.4%[38.3 µM], HttQ103 aggreg -7.1%, Luc counter -2.0%, CBFb-RUNX1 inh 4.0% and NPSR antag -25.2%[46.1 µM].
For Cc1ccc(NC(=O)c2scc3c2CCCC3)cc1 the results were Epigenetic derep 0.2%, L3MBTL1 block 17.9%, IMPase Li cell 1.3%, HttQ103 aggreg -12.2%, Luc counter -15.0%, CBFb-RUNX1 inh inconclusive and NPSR antag -26.3%.
COC(C(=O)Nc1ccc(F)cc1)c1ccccc1 (stereo unspecified) was read as Epigenetic derep 1.0%, L3MBTL1 block 3.5%, IMPase Li cell 4.4%, HttQ103 aggreg -9.5%, Luc counter 2.0%, CBFb-RUNX1 inh -2.6% and NPSR antag 2.3%[46.1 µM].
For CCOC(=O)c1c(-n2cccc2)sc2c1CCCC2=O the results were Epigenetic derep 1.8%, L3MBTL1 block -16.1%, IMPase Li cell inconclusive, HttQ103 aggreg 17.1%, Luc counter -3.6%, CBFb-RUNX1 inh 4.7% and NPSR antag -0.5%.
Screening COc1ccc(C(=O)NNC(=S)NC2CCCCC2)cc1OC returned Epigenetic derep -2.1%, L3MBTL1 block 3.0%, IMPase Li cell -8.5%[38.3 µM], HttQ103 aggreg -4.0%, Luc counter -1.7%, CBFb-RUNX1 inh -0.7% and NPSR antag -5.8%[46.1 µM].
CCOC(=O)C1CCN(c2nnc(N3CCCC3=O)s2)CC1 was read as Epigenetic derep 0.0%, IMPase Li cell 12.0%[38.3 µM], HttQ103 aggreg 12.9%, Luc counter -0.8%, CBFb-RUNX1 inh 0.6% and NPSR antag -12.6%[46.1 µM].
`O=C(O)C1CCCCC1C(=O)Nc1cccc(Cl)c1Cl` (stereo unspecified) gave Epigenetic derep 0.0%, L3MBTL1 block 8.3%, IMPase Li cell -10.4%[38.3 µM], HttQ103 aggreg 24.5%, Luc counter -1.2%, CBFb-RUNX1 inh 0.3% and NPSR antag -7.4%[46.1 µM].
`O=c1sc2ccccc2c(=O)n1Cc1ccccc1F` gave Epigenetic derep 4.3%, L3MBTL1 block 72.9%[activator], IMPase Li cell 7.9%, HttQ103 aggreg 13.8%, Luc counter 3.1%, CBFb-RUNX1 inh 18.8% and NPSR antag -13.0%.
Screening CCCCn1cnc2c1c(=O)n(C)c(=O)n2C returned Epigenetic derep -0.8%, L3MBTL1 block 9.4%, IMPase Li cell 1.4%, HttQ103 aggreg -18.1%, Luc counter 1.4%, CBFb-RUNX1 inh 3.2% and NPSR antag 11.7%[46.1 µM].
Screening Cc1ccc(S(=O)(=O)N2CCCC(c3nc(-c4ccc(C)o4)no3)C2)cc1 (stereo unspecified) returned Epigenetic derep -0.1%, IMPase Li cell 28.0%[38.3 µM], HttQ103 aggreg -26.6%, Luc counter 17.2%, CBFb-RUNX1 inh 5.6% and NPSR antag -17.7%[46.1 µM].
COc1cccc(CN2CCN(Cc3ccc4c(c3)OCCO4)CC2CCO)c1 (stereo unspecified) was read as Epigenetic derep -2.7%, L3MBTL1 block 10.7%, IMPase Li cell 9.2%, HttQ103 aggreg 9.4%[9.22 µM], Luc counter 1.8%, CBFb-RUNX1 inh -11.4% and NPSR antag -7.8%.
`COCCNC(=O)c1cc(C(=O)CC(C)C)c[nH]1` gave Epigenetic derep -2.3%, L3MBTL1 block 3.5%, IMPase Li cell -0.2%, HttQ103 aggreg -6.5%[9.22 µM], Luc counter -0.8%, CBFb-RUNX1 inh -4.2% and NPSR antag 0.1%.
Screening COc1ccc(C)cc1NC(=O)CC1COc2ccccc2O1 (stereo unspecified) returned Epigenetic derep -0.5%, L3MBTL1 block 5.9%, IMPase Li cell 10.0%, HttQ103 aggreg 7.9%, Luc counter -1.2%, CBFb-RUNX1 inh 12.0% and NPSR antag -1.5%.
O=C(/C=C/c1cn(-c2ccccc2)nc1-c1cccnc1)c1ccco1 was read as Epigenetic derep 1.0%, L3MBTL1 block -13.7%, IMPase Li cell 7.1%, HttQ103 aggreg inconclusive, Luc counter 0.5%, CBFb-RUNX1 inh -6.0% and NPSR antag -54.6%.
Cc1ccc(S(=O)(=O)n2ccnc2)cc1C was read as Epigenetic derep 4.5%, IMPase Li cell -4.0%[38.3 µM], HttQ103 aggreg -3.9%, Luc counter -0.8%, CBFb-RUNX1 inh 8.8% and NPSR antag 10.0%[46.1 µM].
Screening CC(C)(C)OC(=O)N1CCC(CNC(=O)c2ccc(F)cc2)CC1 returned Epigenetic derep -0.3%, HttQ103 aggreg -13.7%[9.22 µM], CBFb-RUNX1 inh 2.4% and NPSR antag -13.7%.
Screening CC(=O)OC1CC(c2cc(C(C)(C)C)c(O)c(C(C)(C)C)c2)=NO1 (stereo unspecified) returned Epigenetic derep -1.3%, L3MBTL1 block 5.5%, HttQ103 aggreg -14.2%[9.22 µM], CBFb-RUNX1 inh 14.6% and NPSR antag -20.4%.
`Cc1ccc(-n2nc(C)cc2N)c(C)c1` gave Epigenetic derep 2.3%, L3MBTL1 block -0.9%, IMPase Li cell 2.0%, HttQ103 aggreg 17.5%, Luc counter -2.0%, CBFb-RUNX1 inh 10.9% and NPSR antag 20.2%.
Screening Cn1cccc1/C=C1\Cc2ccccc2C1=O returned Epigenetic derep 4.6%, IMPase Li cell -10.1%, HttQ103 aggreg 3.0%, Luc counter 11.2µM*, CBFb-RUNX1 inh -9.1% and NPSR antag -13.4%.
Screening COc1ccc(-n2cc(-c3ccc(Cl)cc3)[nH]c2=S)cc1 returned Epigenetic derep 3.2%, L3MBTL1 block -3.7%, HttQ103 aggreg -1.9%[9.22 µM], CBFb-RUNX1 inh -1.0% and NPSR antag 11.9%.
For CCOC(=O)C(C)Oc1ccc(NC(=O)C(Cl)Cl)cc1 (stereo unspecified) the results were Epigenetic derep -1.1%, L3MBTL1 block 6.8%, HttQ103 aggreg 0.4%[9.22 µM], CBFb-RUNX1 inh 3.0% and NPSR antag 3.8%.
For CCOC(=O)C(=CNc1ccc(NC2=NCC(C)(C)S2)cc1)C(=O)OCC the results were Epigenetic derep 0.3%, L3MBTL1 block 2.9%, HttQ103 aggreg 18.6%[9.22 µM], CBFb-RUNX1 inh -1.0% and NPSR antag -39.2%.
For Cc1ccc(SCc2[nH]nc3c2C(c2ccco2)C(C#N)=C(N)O3)cc1 (stereo unspecified) the results were Epigenetic derep -1.1%, IMPase Li cell 32.2%[activator][38.3 µM], HttQ103 aggreg 26.6%, Luc counter 3.9%, CBFb-RUNX1 inh 1.6% and NPSR antag -13.2%[46.1 µM].
`CC1CCN(C(=O)c2ccccc2NC(=O)c2cccc(S(=O)(=O)N3CCOCC3)c2)CC1` gave Epigenetic derep 0.0%, IMPase Li cell 34.1%[38.3 µM], HttQ103 aggreg 19.1%, Luc counter 2.0%, CBFb-RUNX1 inh -0.1% and NPSR antag -22.7%[46.1 µM].
`NC(=NC1CCCCC1)c1ccc(Cl)cc1` gave Epigenetic derep -1.9%[10.1 µM], L3MBTL1 block 9.9%, IMPase Li cell 8.9%, HttQ103 aggreg -13.6%[9.22 µM], Luc counter 3.3%, CBFb-RUNX1 inh -2.3% and NPSR antag 5.0%.
Screening CCCS(=O)(=O)c1c(S(=O)(=O)CCC)c2cc(-c3ccncc3)ccn2c1C(=O)OC returned Epigenetic derep -1.0%, L3MBTL1 block 14.9%, IMPase Li cell -2.0%, HttQ103 aggreg 0.5%[9.22 µM], Luc counter -2.2%, CBFb-RUNX1 inh 10.9% and NPSR antag 4.2%.
For CSc1ccccc1C(=O)Nc1cccc([N+](=O)[O-])c1C the results were Epigenetic derep -1.5%, L3MBTL1 block 10.4%, IMPase Li cell 8.2%, HttQ103 aggreg 11.4%, Luc counter 1.6%, CBFb-RUNX1 inh 10.7% and NPSR antag 2.6%.
Screening CCC(=O)NC1(C(F)(F)F)C(=O)Nc2c1c(=O)[nH]c(=O)n2Cc1ccco1 (stereo unspecified) returned Epigenetic derep 1.0%, L3MBTL1 block 29.4%, IMPase Li cell 9.6%[38.3 µM], HttQ103 aggreg 18.1%, Luc counter 2.5%, CBFb-RUNX1 inh -0.8% and NPSR antag -4.9%[46.1 µM].
For Cc1nc(C)c(CCNC(=O)c2cccc(Cl)c2)s1 the results were Epigenetic derep -1.0%, L3MBTL1 block 9.0%, IMPase Li cell -3.7%, HttQ103 aggreg -15.4%, Luc counter 4.7%, CBFb-RUNX1 inh 3.9% and NPSR antag 10.9%.
For Cc1ccccc1NC(=O)CSc1nnc(-c2ccccc2)n1-c1ccccc1 the results were Epigenetic derep 0.0%, L3MBTL1 block 6.8%, IMPase Li cell -5.4%[38.3 µM], HttQ103 aggreg -2.9%, Luc counter 1.2%, CBFb-RUNX1 inh 0.7% and NPSR antag -19.4%[46.1 µM].
Screening O=C(N/N=C/c1cccc(O)c1)c1ccccc1O returned Epigenetic derep 0.0%, L3MBTL1 block -5.5%, HttQ103 aggreg 16.2%[9.22 µM], CBFb-RUNX1 inh 10.7% and NPSR antag inconclusive.
Screening Cc1cc(=O)n2c3c(cccc13)CCC2 returned Epigenetic derep -1.0%, L3MBTL1 block -3.9%, IMPase Li cell -8.6%[38.3 µM], HttQ103 aggreg 3.6%, Luc counter -5.0%, CBFb-RUNX1 inh -4.3% and NPSR antag 9.1%[46.1 µM].
CCCOc1ccc(-c2nc(N)n[nH]2)cc1 was read as Epigenetic derep -2.6%, L3MBTL1 block -1.4%, IMPase Li cell -6.9%[38.3 µM], HttQ103 aggreg 3.8%, Luc counter -3.4%, CBFb-RUNX1 inh 1.0% and NPSR antag -2.5%[46.1 µM].

Arranged by formula weight (largest number first): some entries from above
For CSc1ccccc1C(=O)Nc1cccc([N+](=O)[O-])c1C the results were Epigenetic derep -1.5%, L3MBTL1 block 10.4%, IMPase Li cell 8.2%, HttQ103 aggreg 11.4%, Luc counter 1.6%, CBFb-RUNX1 inh 10.7% and NPSR antag 2.6%.
For Cc1nc(C)c(CCNC(=O)c2cccc(Cl)c2)s1 the results were Epigenetic derep -1.0%, L3MBTL1 block 9.0%, IMPase Li cell -3.7%, HttQ103 aggreg -15.4%, Luc counter 4.7%, CBFb-RUNX1 inh 3.9% and NPSR antag 10.9%.
CCCOc1ccc(-c2nc(N)n[nH]2)cc1 was read as Epigenetic derep -2.6%, L3MBTL1 block -1.4%, IMPase Li cell -6.9%[38.3 µM], HttQ103 aggreg 3.8%, Luc counter -3.4%, CBFb-RUNX1 inh 1.0% and NPSR antag -2.5%[46.1 µM].
